NCOA2 inhibitor = inhibition of GAL4-SRC2 driven luciferase reporter, primary screen, SRC2 inhibitor project, cell-based, luminescence. Nuclear receptor coactivator 2 (Homo sapiens), Q15596. HEK293 GAL4-SRC2 luciferase reporter. inhibition, % at 9 µM. 370,000 tested, 0.17% active;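 active means inhibition above the mean inhibition of all tested compounds plus 3 SD, set per campaign, cut at about 52% in these data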;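 further: 0% = DMSO treated cells and 100% = cells given Gossypol at 36 µM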
COUP-TFII inh = NR2F2 transcriptional activity inhibitors, primary screen, cell-based, luciferase reporter, HEK293T, luminescence. HEK293T NGFI-A luciferase reporter. inhibition, % at 8.6 µM. 370,000 tested, 0.7% active;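 active means inhibition above a per-plate cutoff, mean inhibition of test wells between control levels plus 3 SD, cut at about 38% in these data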;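 further: cells cotransfected with COUP-TFII expression vector driving the NGFI-A reporter; 0% = median of COUP-TF2 test wells and 100% = reporter-only cells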
Vif inh = HIV Vif self-association inhibitors, primary screen, imaging, HEK293T, single point | inhibition, % at 7.49 µM | AID 602346, 2012 | 340,000 tested, 0.35% active | HEK293T cells, Vif self-association by quenched fluorescence, 24 h; in the data active means inhibition above about 50%, passing the limit was not always enough; further: some results filed as inactive read as strong as hits
TROY NFkB inh = inhibitors of TROY-driven NF-kB signaling, primary screen, Q293 LMP1-TROYcd cells, NF-kB luciferase, uHTS. Q293 LMP1-TROYcd NF-kB luciferase reporter, 4 h. inhibition, % at 10 µM. 360,000 tested, 0.98% active. AID 1347056, 2019;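 active means compounds whose plate-normalised and pattern-corrected inhibition of the luciferase reporter signal at the single screening dose is 50% or more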
NCOA1 inh = SRC1 coactivator transcriptional activity inhibitors, primary screen, cell-based, luminescence; Nuclear receptor coactivator 1 (Homo sapiens), Q15788; HEK293 GAL4-SRC1 luciferase reporter; inhibition, % at 3.6 µM; 360,000 tested, 0.12% active; AID 588354, 2011;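 active means inhibition above the campaign mean plus 3 SD, with each screening campaign given its own cutoff, cut at about 60% in these data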;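 further: 0% = DMSO treated cells and 100% = gossypol at 36 µM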
SRC3 inh = SRC3 coactivator transcriptional activity inhibitors, primary screen, cell-based, luminescence | Nuclear receptor coactivator 3 (Homo sapiens), Q9Y6Q9 | HEK293 GAL4-SRC3 luciferase reporter | 360,000 tested, 0.17% active | inhibition, % at 3.6 µM;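 active means inhibition above a per-campaign cutoff, the mean of all compounds plus 3 SD, cut at about 60% in these data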;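 further: 0% = DMSO-treated cells and 100% = gossypol-treated cells at 36 µM; higher means less SRC3-driven luciferase light from the GAL4 reporter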
TLR9-MyD88 inh = inhibitors of TLR9-MyD88 association in cells, primary screen, cell-based, CHO, BLA complementation, fluorescence; Toll-like receptor 9 (Homo sapiens) + Myeloid differentiation primary response protein …; 340,000 tested, 0.21% active; inhibition, % at 4.98 µM; AID 504734, 2011; CCF4 FRET ratio;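 active means inhibition above the mean over all tested compounds plus 3 SD, cut at about 21% in these data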;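 further: 0% = DMSO only wells and 100% = clavulanate BLA inhibitor control wells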
Target sequence (Q99836 whole entry, looked up): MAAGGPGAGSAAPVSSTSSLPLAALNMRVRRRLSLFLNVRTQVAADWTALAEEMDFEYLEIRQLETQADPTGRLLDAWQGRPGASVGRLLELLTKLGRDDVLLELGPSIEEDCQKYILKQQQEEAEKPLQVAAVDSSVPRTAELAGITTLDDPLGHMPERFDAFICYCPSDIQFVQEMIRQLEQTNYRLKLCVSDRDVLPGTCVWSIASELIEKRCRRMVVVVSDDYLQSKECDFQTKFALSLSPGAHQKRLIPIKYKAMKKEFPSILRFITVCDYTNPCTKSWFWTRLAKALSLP
Target sequence (Q9NR96 whole entry, looked up): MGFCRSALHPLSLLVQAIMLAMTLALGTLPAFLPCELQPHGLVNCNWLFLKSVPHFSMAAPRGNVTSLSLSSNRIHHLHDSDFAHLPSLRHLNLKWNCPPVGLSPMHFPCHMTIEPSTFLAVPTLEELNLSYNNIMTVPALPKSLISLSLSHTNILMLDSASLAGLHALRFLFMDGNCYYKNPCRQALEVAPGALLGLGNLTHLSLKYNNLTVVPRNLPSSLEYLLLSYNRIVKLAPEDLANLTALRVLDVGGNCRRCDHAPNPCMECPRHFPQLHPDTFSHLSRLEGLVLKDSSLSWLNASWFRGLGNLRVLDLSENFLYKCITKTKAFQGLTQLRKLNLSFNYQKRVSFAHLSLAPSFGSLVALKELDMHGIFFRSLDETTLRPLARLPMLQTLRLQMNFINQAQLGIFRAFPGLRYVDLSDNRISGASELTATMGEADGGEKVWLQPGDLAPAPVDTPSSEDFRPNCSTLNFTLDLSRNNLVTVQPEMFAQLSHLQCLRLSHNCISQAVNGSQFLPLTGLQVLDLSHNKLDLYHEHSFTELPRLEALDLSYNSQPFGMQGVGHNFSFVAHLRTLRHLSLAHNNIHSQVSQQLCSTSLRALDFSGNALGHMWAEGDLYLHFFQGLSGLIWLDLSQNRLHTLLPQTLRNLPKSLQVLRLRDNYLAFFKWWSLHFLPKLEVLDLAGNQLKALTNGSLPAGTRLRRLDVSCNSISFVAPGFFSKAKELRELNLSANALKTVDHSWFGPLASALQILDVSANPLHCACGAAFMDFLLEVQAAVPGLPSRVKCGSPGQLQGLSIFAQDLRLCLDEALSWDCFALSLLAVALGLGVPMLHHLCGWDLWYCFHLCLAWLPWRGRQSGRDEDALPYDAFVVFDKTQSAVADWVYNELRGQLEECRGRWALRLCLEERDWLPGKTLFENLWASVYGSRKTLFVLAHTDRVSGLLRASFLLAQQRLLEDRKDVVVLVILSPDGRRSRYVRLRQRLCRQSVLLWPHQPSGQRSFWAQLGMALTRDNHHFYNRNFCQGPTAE
C8 TRAIL sens = viability loss with TRAIL in NB7+C8 cells, primary screen, TRAIL sensitizer project, cell-based, ATPlite luminescence | inhibition (viability loss, TRAIL sensitization), % at 10 µM | 360,000 tested, 1% active;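 active means compounds causing at least 50% loss of cell viability in the single-dose screen, relative to plate controls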
LMP1 NFkB inh = EBV LMP1-driven NF-kappaB luciferase reporter inhibitors, primary screen, cell-based, luminescence, single point | AID 504558, 2011 | inhibition, % at 12.5 µM | LMP1-induced NF-kappaB luciferase reporter cells | 350,000 tested, 0.69% active; in the data active means inhibition above about 41%;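 further: 0% = neutral control wells and 100% = reference inhibitor control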
NOD2-RIPK2 inh = NOD2-RIPK2 binding disruptors in cells, primary screen, fluorescence, CHO cells, BLA complementation; CCF4 ratio; inhibition, % at 4.98 µM; 360,000 tested, 0.38% active; in the data active means inhibition above about 21%;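 further: 0% = vehicle only and 100% = reference blocker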
NR5A2 inv ag = LRH-1 (NR5A2) inverse agonists, primary screen, cell-based, luminescence, HEK293T, StAR-luciferase reporter. LRH-1 transfected, 24 h. inhibition, % at 3.6 µM. 360,000 tested, 0.13% active. AID 602396, 2012;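 active means inhibition above the mean inhibition of all tested compounds plus 3 SD, cut at about 73% in these data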;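 further: 0% = DMSO wells and 100% = reporter-only cells lacking LRH-1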
* marks the source's active call; other numbers are inactive results; · = not tested or not shown. Not all compounds are listed. The share of hits here may be higher or lower than overall.

SMILES	NCOA2 inhibitor	COUP-TFII inh	Vif inh	TROY NFkB inh	NCOA1 inh	SRC3 inh	TLR9-MyD88 inh	C8 TRAIL sens	LMP1 NFkB inh	NOD2-RIPK2 inh	NR5A2 inv ag
O=C1N(c2ccccc2)C(c2cccnc2)N2CCCN12 (stereo not drawn)	10	6	0	14	10	18	-2	2	0	-2	-3
CCCCCCCC(=O)NC(Oc1ccccc1[N+](=O)[O-])C(Cl)(Cl)Cl (stereo not drawn)	-37	5	26	-19	-20	4	2	6	-1	1	-21
Nc1ccc(CCN2CCCC2)cc1	4	10	11	14	3	3	-6	-5	-2	-2	5
CCC(=O)c1ccc(OCC(=O)N2CCN(CC(=O)Nc3ccc(C)cc3)CC2)cc1	-9	1	-5	-10	7	8	-5	1	8	-1	25
COC(=O)C1=C(c2ccccc2)C[C@@H]2CC[C@H]1N2C(=O)N1CCOCC1	13	16	-1	6	-14	-16	1	-4	-18	12	14
O=C1CC(=O)N(c2ccc(Cl)cc2Cl)C(=O)N1	-1	-1	-1	-5	-7	8	-3	2	-3	-5	-16
O=P1(Nc2cccnc2)COc2ccccc2OC1	-2	-9	6	7	16	-6	-9	-13	-21	-32	-13
CON(C)C(=O)Nc1ccc(Cl)cc1	5	17	3	-40	0	-17	-4	-2	-16	-10	3
CC(Cc1ccccc1)NCCC(c1ccccc1)c1ccccc1 (stereo not drawn)	6	6	-1	-9	-58	3	-7	21	-9	3	-7
CC(=O)C1(c2ccccc2)CCN(C(=O)C2CCC(=O)N(CCc3cccc(F)c3)C2)CC1 (stereo not drawn)	-27	5	-5	6	12	-16	-4	7	-1	-5	-8
Cc1ccc(OC(F)F)c(N2C(=O)C3C4CCC(O4)C3C2=O)c1 (stereo not drawn)	6	16	7	-10	-29	-16	5	2	-1	-1	8
Cc1cc(/C=C2\C(=O)NC(=O)N(c3ccc(F)cc3)C2=O)c(C)n1-c1ccc(C(=O)O)cc1	-44	9	4	-8	0	-3	-6	-4	-3	-4	-6
COc1ccc2c(c1OC)C(=O)OC2c1c(O)n(C2CCCCC2)c(=O)[nH]c1=O (stereo not drawn)	-16	-9	-1	4	10	11	-2	-6	1	-12	-13
CC(=O)OC1C=CC2[C@H]3Cc4ccc(O)c5c4[C@@]2(CCN3C)C1O5 (stereo partly drawn)	-28	3	-9	-4	2	-10	-6	4	10	11	-10
O=C(NCCN1CCOCC1)c1ccc(Cl)nc1	-13	-14	-5	4	11	13	3	-16	-7	2	-5
COC(=O)C1=C(c2ccc(C(C)=O)cc2)C[C@@H]2CC[C@H]1N2C(=O)NCCCOC(C)C	-25	-1	3	9	3	6	-1	0	2	1	-7
O=C(NCc1cccnc1)C(Cl)(Cl)Cl	-15	-1	1	-9	-13	8	8	3	1	-3	12
O=C(Nc1cccc(OC(=O)N2CCCCC2)c1)N1CCOCC1	7	-11	-3	-3	12	-4	2	-10	-10	5	7
Cc1c(NP(=S)(C(C)(C)C)C(C)(C)C)c(=O)n(-c2ccccc2)n1C	-7	-1	0	2	4	15	1	4	8	-1	8
Oc1c(Cl)c(Cl)c(Cl)c(Cl)c1Cl	-3	10	-24	64*	-7	4	3	4	-8	-3	12

Reprinted from the part before: 2 entries, then new ones.
SMILES	NCOA2 inhibitor	COUP-TFII inh	Vif inh	TROY NFkB inh	NCOA1 inh	SRC3 inh	TLR9-MyD88 inh	C8 TRAIL sens	LMP1 NFkB inh	NOD2-RIPK2 inh	NR5A2 inv ag
Cc1c(NP(=S)(C(C)(C)C)C(C)(C)C)c(=O)n(-c2ccccc2)n1C	-7	-1	0	2	4	15	1	4	8	-1	8
Oc1c(Cl)c(Cl)c(Cl)c(Cl)c1Cl	-3	10	-24	64*	-7	4	3	4	-8	-3	12
COc1cc2c(c(OC)c1OC)-c1ccc(C(=O)O)cc1[C@@H](NC(C)=O)CC2	7	4	11	2	0	2	-4	-19	1	-1	-3
CN1CN(c2ccccc2)C2(CCN(CCCSc3ccccc3NC(=O)/C=C/c3ccccc3)CC2)C1=O	-24	39*	5	21	3	14	-1	22	11	1	4
CCC(=NC(C)c1ccccc1)c1c(O)[nH]c(=O)[nH]c1=O (stereo not drawn)	-21	-20	10	-12	-13	18	9	0	7	-14	14
O=C1NC(=O)N(Cc2ccco2)C(=O)/C1=C/C=C/c1ccco1	33	-4	8	14	-49	-8	3	15	-36	4	-10
CC1C(OC(=O)CCC(=O)NC(C)(C)CO)O[C@H]2OC3(C)CC[C@H]4[C@H](C)CCC1C24OO3 (stereo partly drawn)	6	46*	-6	-14	55	54	-6	31	-84	2	90*
COc1ccc(OC)c(-n2c(O)c(C=NCCN3CCNCC3)c(=O)[nH]c2=S)c1	4	6	-2	-3	-89	-3	6	3	-1	-4	-4
CN1CCN(c2nc(N)cc(=O)[nH]2)CC1	-12	15	-3	-1	4	-14	4	-17	-3	4	-19
CCOC(=O)[C@]12Cc3ccc4ccccc4c3[C@H]1N(Cc1ccccc1)C(=O)c1ccccc12	15	-13	·	-1	·	·	·	14	·	-8	9
Cc1c(N=Cc2c(O)n(CCc3ccc(F)cc3)c(=O)[nH]c2=O)c(=O)n(-c2ccccc2)n1C	-3	7	0	-4	-6	10	2	2	2	-2	-15
CCOP(=O)(OCC)C(NC(=O)c1ccc(C)cc1)=C(Cl)Cl	10	0	1	-1	10	1	3	-4	-13	3	-23
CC(C(=O)c1ccc2ccccc2c1)N1CCCCC1 (stereo not drawn)	9	-7	2	-4	-4	5	2	-3	-1	-2	8
c1ccc2c(c1)cc1ccc3cccc4ccc2c1c34	-10	4	2	17	-14	-21	-14	1	-18	-8	1
CCOP(=O)(OCC)C(O)c1ccc(N(C)C)cc1 (stereo not drawn)	10	8	-3	5	-5	-18	5	3	-1	-2	-5
CN1CCN(Cc2ccc3ccccc3c2)CC1	-12	-14	0	14	-5	-9	-8	-2	3	-1	-12
COc1ccc(-n2c(O)c(C=NCCN(C)C)c(=O)[nH]c2=O)cc1	5	5	-1	-19	-10	0	3	3	1	3	3
Cc1ccc2n1Cc1cnnn1-c1ccccc1-2	-28	-6	-2	-1	-2	-18	3	0	2	1	3
CN(C)c1ccc(C(=O)c2ccc(N(C)C)cc2)cc1	-22	-41	4	-28	-69	-35	11	26	9	11	-45
Cc1cc(Oc2ccc(C(F)(F)F)cc2[N+](=O)[O-])c2c3c(c(=O)oc2c1)CCCC3	-6	5	4	3	5	7	2	18	0	2	-5
C#C[C@]1(O)CCC2C3CCC4=C/C(=N/OCC(=O)NC(C)C(=O)NC(CCSC)C(=O)O)CC[C@]4(C)C3CC[C@@]21C (stereo partly drawn)	-19	9	7	-11	-10	-16	-2	-3	3	-17	-1
CCOC(=O)c1cccc(C2=C(CNC(=O)c3cccnc3)[C@H]3CC[C@@H](C2)N3Cc2ccccc2)c1	-16	4	-1	-9	-5	11	-1	-8	5	-4	4
O=C(C(=O)N1CCOCC1)c1cn(Cc2ccccc2Cl)c2ccccc12	15	17	0	-8	3	-2	0	3	-1	1	-3
CCOc1cc2c(cc1OCC)-n1cccc1C(c1cccc([N+](=O)[O-])c1)NC2 (stereo not drawn)	-25	4	-4	6	24	-27	-24	-9	10	6	-15
COc1ccc(S(=O)(=O)N2CC3CC(C2)c2cccc(=O)n2C3)cc1 (stereo not drawn)	-2	4	32	-7	-11	19	9	-24	-6	-7	-6
O=c1[nH]c(O)c(/C=C2\C=NN=C2c2ccccc2)c(=O)[nH]1	0	4	10	1	7	13	-2	-17	-4	9	4
COc1ccc(CCNCc2cccn2C)cc1OC	-18	-28	13	11	16	-10	-4	22	1	0	-8
O=c1c2ccccc2nc(-c2ccccc2)n1-n1cccc1	1	9	-23	6	-1	11	-1	6	1	-15	13
COc1ccc(NC(=O)N2Cc3ccccc3-n3nncc3C2)cc1	-13	-10	·	-9	12	-3	11	2	0	-7	-13
Cc1ccc(-n2c(=S)[nH]c3ccc(C)cc3c2=O)cc1	-5	1	-19	-26	-4	-2	-12	-1	1	-26	-15
O=C(O)c1cccc(NC(=O)N2C[C@H]3C[C@@H](C2)c2cccc(=O)n2C3)c1	-2	5	9	-1	1	-10	4	-4	6	-9	-22
C[C@]12CCC3[C@@H](CC[C@H]4C[C@@H](O)CC[C@]34C)C1CCC2=O (stereo partly drawn)	-7	9	-14	15	12	-12	0	-24	1	5	9
COc1ccc(NC(=O)c2cc([N+](=O)[O-])ccc2N2CCNCC2)cc1	-3	10	2	-13	1	12	-4	-2	5	0	-12
Cn1c(O)c(C=NCCN2CCNCC2)c(=O)[nH]c1=O	-16	-14	-2	12	15	11	·	-7	·	-14	3
O=P1(NCCCl)OCCCN1CCCl (stereo not drawn)	14	3	0	-1	-5	-4	10	2	-13	-4	-20
COCCCNC(=O)c1c(N)n(Cc2ccco2)c2nc3ccccc3nc12	-3	2	-1	6	-10	-6	·	4	·	-1	15
COC(=O)[C@@H](N)CCCN=C(N)N[N+](=O)[O-]	-7	-16	-4	-2	-69	-15	7	-3	15	-1	-19
O=c1c2ccccc2nc(CSc2ncnc3nc[nH]c23)n1-c1ccccc1	11	0	-3	-6	3	23	7	46	9	-4	0
Cc1ccccc1CCNCc1cc2cccc(C)c2[nH]c1=O	-2	17	-17	-3	18	12	8	-3	0	-13	13
COc1ccc(NC(=O)[C@@H](NC(=O)N2C[C@H]3C[C@@H](C2)c2cccc(=O)n2C3)C(C)C)cc1	-4	-7	-21	-24	-15	-15	-3	-10	2	-10	10
N[C@@H](Cn1oc(=O)[nH]c1=O)C(=O)O	10	-17	1	10	2	12	-8	-6	3	-3	4
CCCCCCn1c(O)c(C=NC2CCN(Cc3ccccc3)CC2)c(=O)[nH]c1=O	7	12	26	10	-13	19	2	13	20	2	9
COCCNC(=O)c1c(NC(=O)c2ccco2)n(Cc2ccccc2)c2nc3ccccc3nc12	-24	-34	9	28	-22	-20	3	0	-5	2	1
FC(F)(F)c1cccc(C2NCc3ccccc3-n3cccc32)c1 (stereo not drawn)	-61	-13	-11	9	15	-13	-5	2	-3	7	10
CN1C(=O)NC(=O)C(C)(C2=CCCCC2)C1=O (stereo not drawn)	-59	-46	17	-47	-86	-98	-2	-16	-5	5	-140
CC1C2Cc3ccc(O)cc3[C@]1(C)CCN2CCc1ccccc1 (stereo partly drawn)	31	-12	-3	21	-2	7	-4	-6	10	4	-1
Cc1cccc(C)c1OP(N)(=O)OCC(F)(F)F (stereo not drawn)	19	-6	-5	5	-6	-4	-3	11	9	1	-1
